b-catenin transl: beta-catenin nuclear translocation modulation. AID 1665. hit rate 0.3% among 190,000. nuclear translocation activity, % at 5 µM. HeLa beta-catenin nuclear translocation, immunofluorescence imaging;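 active = nuclear translocation activity above 50% at 5 µM, with a well cell count of 50 or more; inconclusive = wells under 50 cells across six images, flagged as toxic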;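 also: per-cell ratio of nuclear to cytoplasmic median beta-catenin stain intensity; plate controls were DMSO negative control for no effect and GSK-3 inhibitor IX positive control for full effect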
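Test system: human HeLa cell line; Doses: 5 µM primary, 0.02–20 µM confirmation; Incubation: 24 h compound exposure, 37°C; Detection: beta-catenin immunofluorescence imaging with DAPI; Read-out: beta-catenin nuclear/cytoplasmic ratio, % activation.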
Yfh1-depleted yeast: enhancers of respiration in Yfh1-depleted yeast, dose response, Friedreich's ataxia, plus single-dose screen (AID 1465). S. cerevisiae Yfh1-off respiration, WST-1 reduction, 72 h; higher fold induction means a stronger effect. fold induction at 50 µM, or EC50 in µM where a hit was titrated. hit rate 0.074% among 220,000;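 active = fold induction of absorbance versus untreated yeast above a set limit, then at least 30% activation at any dose in follow-up; inconclusive = repeats straddling the limit, or above it without dose testing; inactive = fold induction below the set limit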;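 also: activators that raise dye reduction in frataxin-depleted yeast; strong numbers were not always called active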
human PMI inhibitors: MPI inhibition at elevated mannose 6-phosphate – biochemical, fluorescence intensity, high mannose 6-phosphate, primary screen (AID 1220). inhibition, % at 20 µM, or IC50 in µM where a hit was titrated. recombinant PMI enzyme, coupled fluorescence intensity; higher % means a stronger effect. hit rate 0.66% among 190,000
MT stabilizer: microtubule stabilization, imaging screen; % tubulin-high responders, % at 10 µM; hit rate 0.83% among 200,000; HeLa tubulin immunostaining HCS, 24 h; share of cells brighter than vehicle mean+2SD; AID 2205;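 active = plate Z-score above 3 for both tubulin-high and condensed-nucleus cell shares, with cell loss under 80%, at 10 µM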;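 also: anti alpha tubulin signal scored within the nucleus-defined area of each cell; some results filed as inactive read as strong as hits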
human PMI inhibition: inhibitors of human PMI, primary screen, biochemical, fluorescence intensity, coupled assay (AID 1209); purified PMI enzyme, coupled fluorescence intensity; higher % means a stronger effect; inhibition, % at 20 µM; hits with a dose series show IC50 in µM; hit rate 0.42% among 190,000;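 also: plate controls were DMSO vehicle for no effect and wells lacking substrate for full effect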
Dynein cargo inh: dynein cargo transport inhibition; 3617.4 mouse cells, GR-EGFP nuclear translocation imaging; test concentration mostly 20 µM; stimulated with dexamethasone, 1 µM; stronger effect = lower value; z-score, hits read low; hit rate 0.47% among 220,000; AID 1381;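 active = plate z-score of nuclear minus cytoplasmic receptor signal below a set negative limit, without overly bright fluorescence or cell loss, cut at about -3.5 in these data, passing the limit was not always enough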;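 also: z-score of nuclear minus cytoplasmic ring GR-EGFP intensity difference per well; some compounds called inactive have numbers as strong as hits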
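Buffer or medium: tetracycline-free induction medium containing charcoal-stripped FBS / Reagent: dexamethasone agonist, 1.0 µM final, for 30 min / Technique: automated 10x imaging of fixed Hoechst-stained cells / Times: induction 48 h, compound 1 h, agonist 30 min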
Ins promoter up: MIN6 insulin promoter up-regulation | MIN6 insulin promoter-GFP reporter, high-content imaging; stronger effect = higher value | z-score at 5 µM | hit rate 0.3% among 190,000;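 active = z-score above 3 at 5 µM with at least 500 cells counted in the well; inconclusive = wells under 500 cells, flagged as cytotoxic or low count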
Autophagy HCS: alters autophagy in cells. MEF GFP-LC3 puncta imaging; test concentration mostly 10 µM. calls only at 10 µM (by protocol). hit rate 0.98% among 190,000. AID 463193;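 active = percentage of spot-positive cells more than 3 SD above its plate mean, without a fluorescence outlier flag or 80% toxicity; inconclusive = no clear call, values can overlap the other calls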;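 also: spot-positive cell cutoff set from DMSO-treated cells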
WT yeast gro inh: growth inhibition of WT yeast, mitochondrial fusion screen. mitochondrial fusion phenotypic screen, WT strain. inhibition, % at 10 µM. hit rate 2.1% among 190,000; in the data active = inhibition above about 58%; tested in S. cerevisiae
WT yeast gro inh mutant strain: further read-out of WT yeast gro inh, marked with its call; inhibition, %; mitochondrial fusion phenotypic screen, mutant strain inhibition
Dynein cargo inh cytoplasmic EGFP: recorded beside Dynein cargo inh, whose call it bears; z-score; measured here: cytoplasmic GR-EGFP intensity; stronger effect = higher value
Dynein cargo inh nuclear GR-EGFP: also measured in Dynein cargo inh; calls as there; z-score; measured here: nuclear GR-EGFP intensity;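 lower value marks the stronger effect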
Dynein cargo inh cell count: further read-out of Dynein cargo inh, marked with its call; z-score; measured here: cell count per field
Ins promoter up cell count: further read-out of Ins promoter up, marked with its call; cell count; measured here: cytotoxicity, nuclei count;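 total cells summed across four imaged fields per well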
b-catenin transl cell count 5 µM: also measured in b-catenin transl; calls as there; cell count; measured here: cell count, cytotoxicity flag
MT stabilizer Hoechst-high %: recorded beside MT stabilizer, whose call it bears; % Hoechst-high responders; measured here: nuclear condensation Hoechst responders;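 share of cells brighter than vehicle mean plus two SD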
MT stabilizer cytotoxicity %: second read-out of MT stabilizer, no call of its own (marks repeat the call); toxicity, %; measured here: cytotoxicity by cell density;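 0% = mean cell density of plate MIN control wells and 100% = no cells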
Autophagy HCS cell loss 18 h: recorded beside Autophagy HCS, whose call it bears; toxicity, %; measured here: cell loss, nuclei count;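 cell loss after 18 h compound exposure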
* marks the source's active call; other numbers are inactive results; i = inactive; ? = inconclusive; nt = not tested or not shown. Rule as the data show it, unless noted: active = inhibition above about 50%; inactive = the rest.

smiles | Ins promoter up cell count | MT stabilizer Hoechst-high % | b-catenin transl cell count 5 µM | Dynein cargo inh | Dynein cargo inh nuclear GR-EGFP | MT stabilizer cytotoxicity % | Ins promoter up | Autophagy HCS cell loss 18 h | Dynein cargo inh cell count | WT yeast gro inh mutant strain | b-catenin transl | WT yeast gro inh | Dynein cargo inh cytoplasmic EGFP | MT stabilizer | Yfh1-depleted yeast | Autophagy HCS | human PMI inhibitors | human PMI inhibition
COc1ccc(S(=O)(=O)N2CCCC2c2cccs2)cc1 (stereo unspecified) | 1475 | nt | 1256 | -0.45 | -0.43 | nt | -0.85 | nt | 0.5 | nt | -3.0 | nt | -0.29 | nt | i | nt | nt | nt
CC(=O)c1c(C)[nH]c(C(=O)CSc2nnc(N)s2)c1C | 1157 | 2.2 | 1151 | 0.81 | 0.63 | 6.2 | 1.2 | 10 | -0.28 | 15 | -5.5 | -14 | -0.32 | 3.0 | i | i | 2% | 0%
COc1ccc(S(=O)(=O)NCCOc2cccc3cccnc23)cc1OC | 1315 | 1.1 | 1049 | 0.25 | 0.029 | 9.2 | 0.35 | 23 | -0.21 | -19 | -1.0 | 0 | -0.37 | 4.5 | i | i | -3% | 0%
CCSc1nc2ccccc2n1C(=O)c1ccc(S(=O)(=O)N2CCCCC2)cc1 | nt | 2.9 | nt | 0.092 | 0.33 | 9.0 | nt | -27 | 1.1 | nt | nt | nt | -0.22 | 3.2 | i | i | -5% | -2%
O=C(c1cc(-c2ccc3c(c2)OCO3)on1)N1CCOCC1 | 1240 | 1.4 | nt | -0.4 | 0.36 | 6.2 | 0.8 | -7 | 0.15 | -11 | nt | -10 | -0.25 | 3.5 | i | i | 18% | 17%
CC1CCN(c2c([N+](=O)[O-])c(=O)oc3ccccc23)CC1 | 1097 | 2.2 | 880 | -0.84 | -0.69 | 4.6 | 0.19 | 0 | 1.7 | 7 | 0.1 | -11 | -0.038 | 3.3 | i | i | 7% | 4%
CCc1ccc(S(=O)(=O)Nc2ccc(C)c(NS(C)(=O)=O)c2)cc1 | 1028 | nt | 1319 | 0.14 | 0.58 | nt | 0.6 | nt | 0.25 | nt | 1.1 | nt | 0.022 | nt | i | nt | nt | nt
O=C(N/N=C\c1ccc(Br)o1)C1COc2ccccc2O1 (stereo unspecified) | 1492 | 0.8 | 1507 | -0.29 | -0.079 | 4.6 | -0.08 | -5 | 0.59 | -9 | 0.1 | -7 | -0.17 | 1.0 | i | i | -21% | -34%
c1cn(-c2ccc(-c3ccnc4ncnn34)cc2)cn1 | 1423 | 2.5 | 1515 | -0.93 | -0.37 | 3.4 | -0.16 | 16 | 0.94 | 7 | 0.5 | 1 | -0.31 | 3.8 | i | i | -16% | -11%
COc1cccc(NC(=O)C2C3C=CC4(O3)C2C(=O)N(C(C)C)C4C(=O)NC2CCCCC2C)c1 (stereo unspecified) | nt | 3.4 | 513 | -0.096 | -0.23 | 3.5 | nt | -3 | 0.36 | 9 | 5.2 | 1 | -0.25 | 4.9 | i | i | 2% | -5%
NC(=O)N=Nc1c2[nH]c3ccccc3nc-2c2ccccc12 | 886 | nt | 1025 | -0.83 | -0.47 | nt | -2.7 | nt | 0.61 | nt | 3.0 | nt | -0.24 | nt | i | nt | nt | nt
COc1cc(C2C(C#N)=C(N)N(c3cccnc3)C3=C2C(=O)CCC3)ccc1O (stereo unspecified) | 941 | 1.7 | nt | -0.67 | 0.23 | 7.0 | -0.32 | -10 | 0.43 | 1 | nt | -2 | 0.2 | 1.5 | i | i | 1% | -2%
O=C(CN1CCC(NC(=O)c2ccccc2F)CC1)NCc1ccc(F)cc1 | 815 | 1.7 | 966 | -0.38 | 0.097 | 7.0 | 0.18 | 8 | 0.33 | -8 | 4.8 | -17 | 0.02 | 1.6 | i | i | -7% | -13%
COc1ccc(OCCCON2C(=O)c3ccccc3C2=O)cc1 | 1359 | 2.4 | 1018 | -0.43 | 0.014 | 20 | -0.32 | 1 | 0.37 | -6 | 0.9 | -4 | -0.27 | 1.5 | i | i | 2% | 4%
CN(C)CCNC(=O)C(C(=O)c1ccc(F)cc1)n1ccccc1=O (stereo unspecified) | 1691 | 2.5 | 1408 | 0.73 | 0.47 | 2.4 | 0.18 | -14 | -0.025 | 17 | -2.1 | 7 | -0.35 | 9.7 | i | i | 2% | -9%
CCCNC(=O)CN1C(=O)NC(CCc2ccccc2)C1=O (stereo unspecified) | 1180 | 1.6 | 1083 | -0.35 | -0.31 | 9.2 | -1.2 | 15 | 0.53 | 0 | -0.1 | -17 | -0.2 | 2.2 | i | i | -12% | -11%
CC(C)(C)c1ccc(NC(=O)COc2ccc(-n3ccnc3)cc2)cc1 | nt | 2.0 | 1126 | -0.52 | -0.25 | 9.2 | ? | 19 | 1 | 0 | -1.4 | 1 | -0.089 | 2.5 | i | i | 16% | 21%
Cc1ccc(-n2nc(C)c3c2OC(N)=C(C#N)C3c2ccncc2)cc1 (stereo unspecified) | 1230 | 3.8 | 1034 | -0.07 | -0.083 | 3.1 | 0.13 | 4 | -0.025 | 25 | -4.6 | 13 | -0.25 | 3.6 | i | i | -2% | -14%
CC(C)Cc1nnc(NC(=O)CS(=O)(=O)Cc2ccccc2)s1 | 1305 | 1.9 | nt | 0.73 | 0.7 | 1.0 | 0.37 | 13 | -0.87 | -3 | nt | 18 | -0.21 | 3.4 | i | i | 13% | 0%
COc1cccc(C(=O)Cn2c(N3CCOCC3)nc3c2c(=O)n(C)c(=O)n3C)c1 | 1241 | 1.9 | 979 | -1.4 | -0.27 | 5.4 | 0.48 | 10 | 4.1 | 2 | -3.5 | 2 | -0.24 | 2.6 | i | i | 16% | 13%
CCN(CC)CCOCCOc1cc(C)c(Cl)c(C)c1 | 1014 | 1.2 | nt | -0.33 | -0.33 | 13 | -0.4 | -11 | 0.85 | 17 | nt | 0 | -0.21 | 0.9 | i | i | -3% | 4%
C=C1C(C(=O)Nc2ccc(OCC)cc2)C1C(=O)Nc1ccc(OCC)cc1 (stereo unspecified) | 1270 | 2.8 | 1039 | 1.1 | 0.96 | 7.1 | -0.3 | 1 | -1.4 | 1 | 0.7 | -5 | -0.29 | 2.8 | i | i | -6% | -7%
COc1cccc(CNC(=O)c2nnn(-c3ccc(OC(F)(F)F)cc3)c2N)c1 | 913 | 1.6 | nt | -0.77 | -0.037 | 6.6 | -0.27 | -4 | 0.075 | 21 | nt | 17 | 1.2 | 1.7 | i | i | -5% | -4%
COc1cc2c(cc1OC)CN(Cc1cc(=O)n3cc(C)ccc3n1)CC2 | 1264 | nt | 1102 | nt | nt | nt | 0.04 | nt | nt | nt | 2.0 | nt | nt | nt | i | nt | 16% | -9%
CC(C)(C)OC(=O)NCc1n[nH]c(=S)n1C1CC1 | 908 | nt | 1334 | -0.079 | 0.35 | nt | 0.17 | nt | 0.34 | nt | -2.1 | nt | -0.16 | nt | i | nt | nt | nt
COCC(=O)Nc1ccc(C(C)C)cc1 | 866 | 1.6 | 1139 | 0.44 | 0.21 | 3.6 | -0.42 | 1 | -0.17 | 1 | -2.8 | -7 | -0.14 | 3.6 | i | i | -9% | -5%
Cc1cccc(NC(=O)Cn2cnc3c(oc4nc5c(cc43)COC(C)(C)C5)c2=O)c1 | 1172 | 3.8 | 1026 | -0.96 | -0.15 | 10 | 0.04 | -6 | 0.47 | -15 | 3.8 | -10 | 0.1 | 1.8 | i | i | -1% | 4%
COCCn1c(C)cc(C2=NNC(=Nc3ccccc3)SC2)c1C | 1170 | 1.8 | 1383 | 0.79 | 0.7 | 3.9 | -0.74 | 7 | -0.08 | -19 | 2.3 | -4 | 0.046 | 3.2 | i | i | -82% | -23%
CN(CC(=O)NCCN1CCN(Cc2ccccc2)CC1)S(=O)(=O)c1cccc2nsnc12 | nt | 1.7 | nt | 0.3 | 0.29 | 15 | nt | 8 | 0.37 | 0 | nt | 19 | -0.19 | 3.6 | i | i | 0% | -1%
CC(C)Sc1nnc([C@H](C)NC(=O)OC(C)(C)C)o1 | 1262 | 2.1 | 964 | 0.19 | 0.79 | 9.5 | 0.25 | 9 | -0.6 | -21 | -3.9 | 1 | -0.2 | 4.5 | i | i | 5% | 1%
Cc1nnc2c3ccccc3c(-c3ccccc3)nn12 | nt | 7.7 | nt | 0.58 | 0.69 | 13 | nt | 0 | -0.36 | nt | nt | nt | -0.12 | 3.6 | i | i | nt | nt
COc1cc(NC(=O)/C=C/c2ccccc2[N+](=O)[O-])cc(OC)c1 | 1564 | 1.8 | 1048 | -0.54 | -0.31 | 6.9 | 0.28 | 11 | 1.1 | 7 | -1.5 | -9 | -0.26 | 2.7 | i | i | 17% | 19%
O=C(O)COCC(=O)Nc1ccc(-n2cnnn2)cc1 | 1122 | 1.3 | 1083 | 0.23 | -0.13 | 1.7 | -0.34 | -5 | 0.42 | 6 | -3.0 | 14 | -0.23 | 3.2 | i | i | -10% | -15%
Cc1c(/C(O)=C2\C(=O)C(=O)N(CCCN(C)C)C2c2ccncc2)cnn1-c1ccccc1 (stereo unspecified) | 1332 | nt | 1023 | nt | nt | nt | 0.35 | nt | nt | nt | -2.2 | nt | nt | nt | nt | nt | -4% | -8%
Cc1cc(N2CCOCC2)c(F)cc1C(=O)c1ccccc1 | 1633 | 1.6 | 1373 | -0.46 | -0.91 | 0.7 | -0.45 | 9 | -0.54 | -8 | 0.6 | -15 | -0.056 | 1.9 | i | i | -6% | -5%

From PubChem
